High-throughput results as filed in PubChem.
TCR-CD3 inh: inhibitors of human TCR-CD3 interaction; TAMRA-labeled TCR probe fluorescence, biochemical; inhibition, % at 9.4 µM; 360,000 compounds, 0.37% hits; in the data active means inhibition above about 19%;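 further: recombinant mutant TCR 2C K166C tagged with TAMRA read by polarization; 0% = receptor in buffer alone and 100% = receptor with positive control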
SIAE primary: human SIAE inhibition, primary screen | 370,000 compounds, 0.69% hits | AID 1053197 | Q9HAT2 | SIAE FP-Rh probe binding, fluorescence polarization | inhibition, % at 9.66 µM;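 active means inhibition above a cutoff: mean of compounds within the control limits plus 3 SD of those, cut at about 17% in these data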;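 further: 0% = plate median of compound wells and 100% = probe without SIAE protein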
Target sequence (Q9HAT2 whole entry, looked up): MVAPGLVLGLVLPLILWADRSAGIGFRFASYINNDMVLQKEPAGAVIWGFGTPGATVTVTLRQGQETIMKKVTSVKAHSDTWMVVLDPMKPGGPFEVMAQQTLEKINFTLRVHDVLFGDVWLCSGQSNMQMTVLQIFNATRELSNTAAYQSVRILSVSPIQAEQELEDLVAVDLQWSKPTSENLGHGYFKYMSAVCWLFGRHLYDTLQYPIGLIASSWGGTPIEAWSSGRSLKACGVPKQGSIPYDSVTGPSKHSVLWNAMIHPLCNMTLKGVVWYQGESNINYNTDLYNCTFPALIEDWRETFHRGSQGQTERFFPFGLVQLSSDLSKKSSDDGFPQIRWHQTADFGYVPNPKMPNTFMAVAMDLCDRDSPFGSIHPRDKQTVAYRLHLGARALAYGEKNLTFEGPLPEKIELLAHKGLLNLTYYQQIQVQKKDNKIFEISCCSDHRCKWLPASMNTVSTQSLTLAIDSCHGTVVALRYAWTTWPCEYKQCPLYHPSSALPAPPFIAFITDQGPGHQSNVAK
HTRA1 inh: inhibitors of human serine peptidase HTRA1. 340,000 compounds, 0.5% hits. AID 504803. inhibition, % at 5.96 µM. recombinant HTRA1, FP-rhodamine activity-based probe, fluorescence polarization; in the data active means inhibition above about 36%;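 further: 0% = enzyme with DMSO and 100% = wells lacking enzyme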
Target sequence (Q92743 whole entry, looked up): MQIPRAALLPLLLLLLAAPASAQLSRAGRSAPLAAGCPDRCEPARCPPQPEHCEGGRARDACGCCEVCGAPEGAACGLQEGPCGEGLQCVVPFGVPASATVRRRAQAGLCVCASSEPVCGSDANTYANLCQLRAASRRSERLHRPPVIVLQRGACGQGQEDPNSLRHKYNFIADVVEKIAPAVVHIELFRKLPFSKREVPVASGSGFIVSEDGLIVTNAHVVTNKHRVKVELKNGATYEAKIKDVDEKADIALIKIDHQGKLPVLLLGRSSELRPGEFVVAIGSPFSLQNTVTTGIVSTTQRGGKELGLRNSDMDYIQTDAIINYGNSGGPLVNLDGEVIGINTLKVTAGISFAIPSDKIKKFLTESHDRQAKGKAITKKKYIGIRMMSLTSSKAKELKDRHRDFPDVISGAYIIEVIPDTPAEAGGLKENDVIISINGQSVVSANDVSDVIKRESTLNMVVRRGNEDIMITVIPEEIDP
mABHD4 FP: inhibitors of mouse ABHD4 | Q8VD66 | purified mABHD4, FP-Rh probe fluorescence polarization | inhibition, % at 8.92 µM | 370,000 compounds, 0.54% hits;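 active means inhibition exceeding the mean over every tested compound plus 3 SD, cut at about 30% in these data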;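 further: 0% = plate median of compound wells and 100% = S159A mutant with DMSO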
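System: mouse ABHD4 enzyme, wild type / Medium: HEPES pH 7.0, NaCl, Pluronic buffer / Reagent: FP-Rh activity-based fluorescent probe / Control set: S159A mutant high control, sample median low control / Detection: fluorescence polarization with parallel and perpendicular emission, 525/598 nm / Schedule: 45 min + 60 min at 25 °C / Compound dosing: 8.92 µM, single dose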
GC-B act: GC-B (human) receptor activation. HEK293-GC-B cells, CNP EC30, cGMP TR-FRET; 0% at EC30 CNP, 100% saturating CNP. activation, % at 10 µM. 370,000 compounds, 0.11% hits. AID 1920062;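 active means activation at 10 µM reaching about 35% in either raw or pattern-adjusted values, limit read from the data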
NPR1 activator: GC-A (human) enzyme activation; P16066; AID 1671463; 370,000 compounds, 0.14% hits; activation, % at 10 µM; HEK293 GC-A cells, cGMP TR-FRET, EC30 ANP; 0% at EC30 ANP, 100% saturating ANP; in the data active means activation above about 40%
PRMT1 inh: blocks human protein arginine methyltransferase 1 | Q99873 | recombinant PRMT1, activity-based probe fluorescence polarization | inhibition, % at 2.79 µM | 370,000 compounds, 1.3% hits | AID 652257;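 active means inhibition above about 21% made by adding two undisclosed values, limit read from the data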
rCAG binder: molecules binding r(CAG) RNA repeats. AID 651821. 370,000 compounds, 1.3% hits. r(CAG) RNA repeat, TO-PRO-1 dye displacement fluorescence. inhibition, % at 3 µM;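 active means inhibition above the plate cutoff, the mean of all test compounds on that plate plus 3 SD, cut at about 35% in these data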;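 further: 0% = DMSO alone and 100% = 100 µM mitoxantrone as full dye displacement; higher means more dye released from RNA so lower well fluorescence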
UHRF1 MBD2 ctr: blocks human UHRF1 binding to methylated DNA; Q96T88; UHRF1 binding to methylated oligo, TR-FRET; inhibition, % at 4.4 µM; 370,000 compounds, 0.75% hits; in the data active means inhibition above about 21%;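 further: UHRF1 SRA domain binding a hemimethylated CpG hairpin DNA probe; 0% = median of test compound wells and 100% = reference inhibitor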
MBD2 DNA inh: inhibitors of human MBD2 binding to methylated oligonucleotide; Q9UBB5; TR-FRET; inhibition, % at 4.4 µM; 370,000 compounds, 0.31% hits; AID 686964; in the data active means inhibition above about 13%
Starred values were filed as active, the others as inactive; . = no result given. These rows are one share of the data; rates above refer to the full screens.

Start of the data: the first 3 entries as a preview:
Every second line gives: TCR-CD3 inh, SIAE primary, HTRA1 inh, mABHD4 FP, GC-B act, NPR1 activator, PRMT1 inh, rCAG binder, UHRF1 MBD2 ctr, MBD2 DNA inh
- O=C(C[C@@H]1C[C@@H]2c3cc(NC(=O)C4CCC4)ccc3O[C@@H]2[C@@H](CO)O1)NCc1ccc(Cl)cc1
 : 0, 7, 3, -4, 0, -5, -1, 4, 5, 5
- Cc1ccc(C(=O)COC(=O)CCc2ccc(S(=O)(=O)N3CCCCC3)cc2)cc1
 : -3, 5, 7, 1, -2, 4, -3, 0, 1, 1
- CCCN1CCCCC(NC(=O)c2ccc(Cl)cc2Cl)C1=O (centres undefined)
 : 6, 0, ., -3, -6, 2, -5, 1, 1, 7

The whole of this part (from the top)
Every second line gives: TCR-CD3 inh, SIAE primary, HTRA1 inh, mABHD4 FP, GC-B act, NPR1 activator, PRMT1 inh, rCAG binder, UHRF1 MBD2 ctr, MBD2 DNA inh
- O=C(C[C@@H]1C[C@@H]2c3cc(NC(=O)C4CCC4)ccc3O[C@@H]2[C@@H](CO)O1)NCc1ccc(Cl)cc1
 : 0, 7, 3, -4, 0, -5, -1, 4, 5, 5
- Cc1ccc(C(=O)COC(=O)CCc2ccc(S(=O)(=O)N3CCCCC3)cc2)cc1
 : -3, 5, 7, 1, -2, 4, -3, 0, 1, 1
- CCCN1CCCCC(NC(=O)c2ccc(Cl)cc2Cl)C1=O (centres undefined)
 : 6, 0, ., -3, -6, 2, -5, 1, 1, 7
- Cc1ccnc(SCC(=O)N2CCN(c3ccccc3)CC2)n1
 : 0, 6, 3, 4, 8, 0, 1, -5, -1, 1
- Cc1ccc(C(C(=O)NC(C)(C)C)N(Cc2ccc3c(c2)OCO3)C(=O)c2ccc(CN3CCOCC3)o2)o1 (centres undefined)
 : 3, 3, -4, 2, -14, -25, 1, -4, -4, 0
- O=C(NCCOc1ccccc1)c1cccc2c1C(=O)c1ccc(Cl)cc1S2(=O)=O
 : 5, 1, -4, 1, 3, 0, 3, 1, 0, -3
- O=C(NC1=NCCS1)c1sc2ccccc2c1Cl
 : 4, -4, -17, -3, 1, -3, -2, 3, -4, 0
- O=C(c1cccn2c(=O)c3ccccc3nc12)N1CCN(c2ccccn2)CC1
 : 3, 3, 2, 1, -1, -2, -2, 0, 2, -4
- CN(C)Cc1c(O)c(Cl)cc2c3c(c(=O)oc12)CCCC3
 : 6, 2, 3, 5, -3, 2, 2, 3, -6, -13
- COc1ccc(S(=O)(=O)N2CCCCCC2)cc1NC(=O)CN1C(=O)CNC1=O
 : -10, 8, 4, -3, 4, 0, -2, 11, 0, 0
- CCn1cc(C(=O)NCCCOC(C)C)c(=O)c2cc(S(=O)(=O)N3CCC(C)CC3)ccc21
 : 6, 3, 1, 1, 4, 9, 2, -6, 0, 3
- O=C(COC(=O)[C@@H]1CCCN1C(=O)c1cccs1)Nc1cccc([N+](=O)[O-])c1
 : 0, -9, -1, -10, -6, -3, -3, 1, 2, 3
- CCCOC(=O)C1=C(C)N(C)C(=O)NC1c1cc2c(cc1[N+](=O)[O-])OCO2 (centres undefined)
 : 4, 12, 7, 13, -7, -10, 27*, 4, 8, 10
- CCOC(=O)c1c(NC(=O)c2cc3n(n2)C(C(F)(F)F)CC(c2cccs2)N3)sc(C)c1C (centres undefined)
 : -4, 0, -11, 0, 2, 3, 1, 8, 0, 0
- CCCCNC(=O)C1CCN(Cc2ccc(OCc3ccccc3)c(OC)c2)CC1
 : 6, 7, -1, 3, -10, -2, -8, -10, 0, 0
- Cc1ccc(N2CC(NC(=O)C(=O)c3c[nH]c4ccccc34)CC2=O)cc1C (centres undefined)
 : -4, 2, -7, 2, -10, 2, 3, -7, 1, 2
- CC(C)Cc1csc(NC(=O)C(C)C)c1C(=O)O
 : 3, 2, -5, 2, 3, 2, -1, 2, 0, -8
- Cc1nc2ccc(NC(=O)CCS(=O)(=O)c3ccccc3)cc2s1
 : -2, -2, 3, 0, -1, -1, 1, -2, -1, -2
- CCN(CCn1cccn1)C(=O)C1CCC(=O)N(CC2CCCCC2)C1 (centres undefined)
 : -3, 10, 5, 8, -2, -5, -3, -4, 0, 4
- CC(=O)C(=Cc1ccc(C(=O)O)cc1)C(C)=O
 : -1, 0, -1, 6, -1, -4, 4, 0, 1, 3
- COc1cc(C(=O)NC2=NCCS2)cc(OC)c1OC
 : 0, 0, -4, 11, -2, 7, 2, -1, -1, -2
- CCc1ccccc1NC(=O)N1C2CCCC1CC(NC(C)=O)C2 (centres undefined)
 : 1, -5, 6, 5, 3, 0, -2, -3, 0, 0
- COc1cccc(/C=C2\CCCCC2=O)c1
 : 5, 2, -1, -1, 1, -1, -3, 2, 0, -4
- COC(=O)COc1ccc2cc(-c3ccc(OC)cc3)c(=O)oc2c1
 : 1, -3, 2, -1, 22, 35, 1, 6, 17, 7
- CCOC(=O)C1CCCN(S(=O)(=O)c2ccc(-c3cc(C)no3)s2)C1 (centres undefined)
 : 2, 1, 0, -5, 3, -2, 5, -2, 1, 2
- Cc1nc2c(C)cccn2c1/C(O)=C1\C(=O)C(=O)N(CCN(C)C)C1c1ccncc1 (centres undefined)
 : 0, 1, 2, 2, -2, 2, 1, -1, -3, -4
- CC(=O)N1CCc2c(sc(NC(=O)CS(=O)(=O)c3ccc(F)cc3)c2C(N)=O)C1
 : 3, -2, 5, -2, -5, -3, 5, 20, -2, -2
- Oc1ccc(C(=S)N2CCCCCC2)cc1
 : 7, 23*, 2, -4, -2, 1, 1, 2, -2, -4
- CCCN(CCC)S(=O)(=O)c1cccc(C(=O)N=c2sccn2C)c1
 : 8, 0, -9, -3, -2, -1, -4, 0, -1, -11
- CSCCC(C(=O)NCc1ccccc1)n1c(C2CCN(C(C)=O)CC2)nc2ccccc21 (centres undefined)
 : -4, -12, ., -2, -13, -5, -4, 1, 0, -4

Going on with the list.
Every second line gives: TCR-CD3 inh, SIAE primary, HTRA1 inh, mABHD4 FP, GC-B act, NPR1 activator, PRMT1 inh, rCAG binder, UHRF1 MBD2 ctr, MBD2 DNA inh
- COc1ccc(-c2ccc(C(=O)Nc3ccccc3)c3occc23)c(C)c1
 : -4, -14, ., -29, -6, -4, 3, 6, -1, 4
- CCOc1cc(CNc2ccc(N3CCN(C(C)=O)CC3)cc2)cc(Br)c1OC
 : 7, 6, 27, 14, -5, 0, 4, 1, -1, 0
- C/C(=N\NC(=O)c1c[nH]c2ccccc12)c1ccc(C)s1
 : 4, -1, -20, -7, -1, 0, -1, 4, -2, 2
- C[n+]1c2n(c3ccccc31)N=C(c1ccc(Cl)cc1)CS2
 : 7, 7, -4, 0, 2, 6, 40*, 5, -57, 2
- CSCc1ccc(C(=O)NC2CC(C)(C)Cc3c2cnn3-c2ccc(F)cc2)o1 (centres undefined)
 : -5, 1, -13, 2, -3, -7, 6, -2, 2, 1
- CCC(C)[C@H](NC(=O)c1cn(CC)c2cc3c(cc2c1=O)OCO3)C(=O)NCCCn1ccnc1 (some centres undefined)
 : 2, 3, 5, 3, -2, 0, 1, -5, -2, 3
- COc1ccc(-c2cnn3c4c(c(C)nc23)CCN4C(C)C)cc1OC
 : 4, -11, -5, 1, -4, 2, -3, -5, -2, -2
- COc1ccc(NC(=S)NCCSc2ccc(Cl)cc2)c(OC)c1
 : 1, 6, -28, -25, -1, -2, 4, 6, 0, 1
- CCc1ccc(-c2cc(C(F)(F)F)n3nc(C(=O)Nc4c(C)nn(Cc5ccccc5Cl)c4C)cc3n2)s1
 : -2, -6, -2, -3, 1, 1, -1, 1, -2, 5
- CCOc1ccc(NC(=O)CN2CCN(S(=O)(=O)c3ccc(Cl)cc3)CC2)cc1
 : 5, 4, -2, -3, 1, 5, -1, -5, -2, 1
- O=C(O)CCn1c(SCCOc2ccccc2F)nc2ccccc21
 : 3, -1, -1, -2, -4, -3, -2, 6, -3, 1
- CC1CC2(CC(C)(C(=O)CSc3n[nH]c(-c4ccccc4Cl)n3)OC2=O)C(=O)O1 (centres undefined)
 : -3, 2, 6, 3, 3, -5, 5, 8, 6, -4
- O=C(CC12CC3CC(CC(C3)C1)C2)N1CCCC1
 : 0, -4, -5, 3, 3, 4, 1, -3, 0, 1
- CC(C)[C@H](NC(=O)N1CCn2c1nc1ccccc12)C(=O)N[C@@H](Cc1ccccc1)C(=O)O
 : 0, -3, -1, 2, -5, 2, 5, 16, 2, 0
- CCCN(CCC)CCNC(=O)C1CCN(Cc2nc(-c3ccc(Cl)cc3)oc2C)CC1
 : 1, -4, -3, 2, -4, 9, 0, -11, 2, -6
- Cc1cc(NS(=O)(=O)c2ccc(NC(=O)COc3ccccc3C(C)C)cc2)no1
 : -4, 0, -6, -4, 6, 4, -2, 33, 3, -1
- CC(C(=O)N=Nc1c(O)[nH]c2ccccc12)n1cnc2ccccc2c1=O (centres undefined)
 : -7, -1, -1, -11, 2, 0, -3, 7, -4, -14
- CC(=O)c1cccc(NC(=O)CSC(=O)c2ccccc2)c1
 : 3, -7, 1, -8, -9, 1, 49*, 7, 2, 0
- CN(CC(=O)N1CCN(C2CCCCC2)CC1)S(=O)(=O)c1cccc2nsnc12
 : 3, 4, 2, -6, 1, 0, -2, 0, -1, -2
- CCOC(=O)CN1CC(C)(C)N(CC(=O)OCC)CC1(C)C
 : -1, 0, 0, 1, 2, 6, 0, 1, 0, 1
- COc1ccc(-c2cc3c(c4c2ccn4C)C2CCC3O2)cn1 (centres undefined)
 : 2, -1, ., -4, -8, 8, -4, 3, 4, 2
- Cc1ccc(NC(=O)C2CCCN2C(=O)OCc2ccccc2)cc1C (centres undefined)
 : 9, -1, 2, 6, -4, 0, 0, -6, -2, -6
- C=CCN(CC=C)C(=O)c1ccc(OC2CCN(C(C)=O)CC2)c(OC)c1
 : -1, 2, 7, -2, -1, 0, -2, -5, -6, 1
- CCCN1CCC2(CC1)C(C#N)=C(N)Oc1c2sc2nc(C)cc(C)c12
 : 2, 2, -12, -3, -7, -11, 19, -21, -9, -5
- Cn1c(CC(=O)Nc2ccc(F)cc2)nnc1SCC(=O)Nc1nncs1
 : 2, 1, 2, 9, -4, 1, -2, 0, 1, -1
- CN1CCN(C(=O)/C(=C/c2cccc([N+](=O)[O-])c2)NC(=O)c2ccccc2)CC1
 : 2, -3, 8, 7, -2, 4, 0, 0, 2, -2
- Cc1ccc2c(c1C)-c1c(ccc(C)c1C)C(=O)C2=O
 : 8, -1, 5, 8, 9, 0, -1, 3, -2, -6
